BAP1 block: inhibitors of BAP1 deubiquitinase, primary screen, biochemical, Ub-AMC fluorescence, kinetic; Ubiquitin carboxyl-terminal hydrolase BAP1 (Homo sapiens), Q92560; recombinant BAP1, Ub-AMC hydrolysis fluorescence kinetic; hits give low values; activity remaining (% of control), % at 20 µM; actives 0.48% (n = 72,000); AID 436, 2006;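 active = activity remaining at or below 50% of control, provided the compound also passes the data quality filters; inactive = the rest, including low values that fail the filters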;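 note: 100% = DMSO wells rate and 0% = substrate alone blank rate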
HePTP inhibitor: inhibitors of human HePTP phosphatase, primary screen, biochemical, absorbance, leukemia target. recombinant HePTP phosphatase activity, OD absorbance. Tyrosine-protein phosphatase non-receptor type 7 (Homo sapiens), P35236. actives 0.64% (n = 110,000). AID 521, 2006. inhibition, % at 20 µM; in the data active = inhibition above about 50%;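 note: plate controls were vehicle for no effect and reference inhibitor for full effect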
Target sequence (P35236 whole entry, looked up): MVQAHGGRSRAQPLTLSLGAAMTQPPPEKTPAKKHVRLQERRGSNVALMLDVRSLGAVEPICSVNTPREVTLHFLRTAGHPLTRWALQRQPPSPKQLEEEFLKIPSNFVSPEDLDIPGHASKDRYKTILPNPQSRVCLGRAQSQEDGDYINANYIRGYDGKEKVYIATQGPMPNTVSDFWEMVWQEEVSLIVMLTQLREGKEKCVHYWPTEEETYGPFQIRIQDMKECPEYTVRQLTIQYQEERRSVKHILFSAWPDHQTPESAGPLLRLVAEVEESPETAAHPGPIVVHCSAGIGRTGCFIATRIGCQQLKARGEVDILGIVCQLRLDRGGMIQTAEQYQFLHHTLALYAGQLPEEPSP
* = called active by the depositor; . = not tested or not shown.

SMILES	BAP1 block	HePTP inhibitor
COC(=O)c1cc(OC)c(OC)cc1NC(=O)CN1CCOCC1	145	2
CCOc1ccc(N2C(=O)CC(N3CCN(C(c4ccccc4)c4ccccc4)CC3)C2=O)cc1 (stereo not drawn)	.	-17
C=CCNC(=O)C(=O)Nc1ccccc1OCC	.	8
Cc1cc[n+](CC(=O)c2ccc(C)c([N+](=O)[O-])c2)cc1	.	2
CSCCC(NS(=O)(=O)c1ccc2c(c1)oc(=O)n2C)C(=O)NC1CCC(C)CC1 (stereo not drawn)	86	-9
COc1ccc(N=C2SC(CC(=O)Nc3ccc(OC)cc3OC)C(=O)N2C)cc1 (stereo not drawn)	70	-1
CCOC(=O)c1sc(NC(=O)CSc2nc3c(cc2C#N)CCC3)c(C#N)c1C	77	4
CCCCNC(=O)CC1C(=O)N(Cc2ccccc2)C(C)c2nc3ccccc3n21 (stereo not drawn)	103	-3
Cn1nc(-c2ccc(N3CCCCC3)c(NC(=O)c3ccco3)c2)c2ccccc2c1=O	.	6
C/C(=N\Nc1nc(C)cc(C)n1)c1ccccc1O	.	-2
Cc1cccc(NC(=O)CCc2ccc(C)o2)c1	88	-3
Cn1c(=O)c2c(ncn2CC(O)CO)n(C)c1=O (stereo not drawn)	96	7
O=C(CCN1C(=O)CSC1=O)Nc1ccccc1	101	6
NC(=O)N/N=C1\c2ccccc2-c2c(C(N)=O)cccc21	.	-12
Cc1cc(-c2nnc3n2N=C(C(C)(C)C)CS3)n[nH]1	93	-10
O=C(c1ccc(Br)s1)N1CCN(c2ncccn2)CC1	84	4
O=C(Nc1nc2ccc3ccccc3c2s1)c1ccc(Cl)s1	.	104*
CC1=CCC2C(=O)N(c3ccc(C)c(Br)c3)C(=O)C2C1 (stereo not drawn)	89	1
Cc1ccc2cc(C(c3nnnn3Cc3ccccc3)N3CCN(c4ccccc4)CC3)c(=O)[nH]c2c1 (stereo not drawn)	54	-8
COc1cccc(Cn2c(-c3cccs3)noc2=O)c1	105	6
COc1cc(NS(=O)(=O)c2ccccc2)ccc1-n1nc(C)cc1C	95	2
Cc1ccc2cc3cc(C(=O)NCc4ccc5c(c4)OCO5)oc3nc2c1	.	3
CC(C)(C)N1C(=O)c2ccc(C(=O)c3ccc4c(c3)C(=O)N(C(C)(C)C)C4=O)cc2C1=O	.	5
Cc1cc(C)nc(/N=C(/N)Nc2ccc(N)cc2)n1	.	10
Cc1sc2nc(SCC(=O)N(C)C)[nH]c(=O)c2c1C	95	12
CC1(C)SC2[C@H](NC(=O)C(NC(=O)N3CCNC3=O)c3ccccc3)C(=O)N2C1C(=O)O (stereo partly drawn)	86	8
COc1nc(OCCNC(=O)Nc2ccccc2)nc(N(C)C)n1	86	1
Cc1nc2ccc(S(=O)(=O)NC(CC(C)C)C(=O)O)cc2s1 (stereo not drawn)	94	4
COc1ccc(OC(C)C(=O)Nc2ccc([N+](=O)[O-])cc2)cc1 (stereo not drawn)	.	-1
O=C(Nc1cccc(-c2nc3ccccc3s2)c1)c1ccc2c(c1)OCCO2	.	-6
C=Cc1cccc(NC(=O)COc2ccccc2)c1	92	3
Cc1ccc2cccc(S(=O)(=O)N3CCN(c4ccccc4F)CC3)c2n1	72	9
CCc1ccc(-c2nc(-c3ccccn3)no2)cc1	.	0
CC(c1ccco1)N(Cc1ccco1)C(=O)Nc1ccccc1 (stereo not drawn)	119	3
CC(NC(=O)NC12CC3CC(CC(C3)C1)C2)C1CCCO1 (stereo not drawn)	.	6
COc1ccccc1CNC(=O)CCS(=O)(=O)c1ccc2c(c1)CCCN2C(C)=O	100	-1
CC(=O)Nc1nc2ccccc2n1CCOc1ccccc1Cl	103	2
COc1cccc(NC(=O)N2CCN(c3cccc(C)c3)C(C)C2)c1 (stereo not drawn)	85	-2
COc1ccc(N2CCN(Cc3nc4c(c(=O)[nH]c(=O)n4C)n3Cc3cccc(Cl)c3)CC2)cc1	90	4
CC1CC(C)CN(S(=O)(=O)c2ccc(F)cc2)C1 (stereo not drawn)	.	7
COc1ccc(F)cc1S(=O)(=O)Nc1ccc2c(c1)OCO2	133	4
Cc1ccsc1/C=C(\C#N)c1nc(-c2cc3cc(Br)ccc3oc2=O)cs1	.	6
CSCCC(C(=O)O)N1C(=O)/C(=C\c2ccc(-c3ccc([N+](=O)[O-])cc3)o2)SC1=S (stereo not drawn)	.	21
CC(=O)N1CCN(c2ccc(NC(=O)c3ccco3)cc2)CC1	.	6
Cc1ccc(C(=O)N(C)c2ccccc2)cc1[N+](=O)[O-]	.	4
Fc1cccc(CSc2ncnc3c2oc2ccccc23)c1	88	5
COc1cc2c(cc1NCc1ccc(OC)c(OC)c1OC)oc1ccccc12	.	3
Cc1ccc(CC2C(=O)N(c3ccccc3)C(=O)C2C)cc1 (stereo not drawn)	52	.
COc1ccc(N=CC2=C(O)CC(C)(C)CC2=O)cc1OC	.	6
CC1=C(C(=O)OC2CCCC2)C(c2ccccc2Cl)C2=C(CC(C)(C)CC2=O)N1 (stereo not drawn)	.	1
Cn1c(=O)c2c(nc(Sc3nc4ccccc4n3Cc3ccccc3)n2C)n(C)c1=O	.	-10
CCn1c(=O)cc(SCC(=O)Nc2ccc3c(c2)OCCO3)c2ccccc21	110	8
Nc1ccc(-c2nc3ccccc3[nH]2)cc1	82	3
CCn1c(SCc2nc(-c3cccs3)no2)nnc1-c1c[nH]c2ccccc12	84	-5
Cc1ccc(C2NC(=O)NC(O)(C(F)(F)F)C2C(=O)c2ccc(Br)cc2)cc1 (stereo not drawn)	.	-2
Brc1cccc(-c2nnc(SCc3nc4ccccc4[nH]3)o2)c1	95	-8
Cc1nn(-c2ccccc2)c2sc(C(=O)OCn3nnc4ccccc4c3=O)cc12	48*	.
O=C(COc1ccc(Cl)cc1Br)NNC(=O)c1cccs1	.	-6
CCOC(=O)C1C(=O)C=C(c2ccc(OC)cc2)CC1c1ccco1 (stereo not drawn)	71	10
Cc1[nH]n(-c2ccccc2)c(=O)c1/C=N/NC(=O)CSCc1ccc(Cl)cc1	.	-6
Remaining list, next part
SMILES	BAP1 block	HePTP inhibitor
O=C(Nc1cc([N+](=O)[O-])ccc1Cl)C1CC2CCC1C2 (stereo not drawn)	.	-7
O=C1N=c2ccc(Br)cc2=C1c1[nH]c(=O)[nH]c1O	.	-10
CCCCC1(C)Cc2ccccc2C(=O)N1 (stereo not drawn)	116	.
COc1cccc(OCCOc2ccc(/C=C3\C(=O)NN(c4ccccc4)C3=O)cc2)c1	.	7
Cc1noc(C)c1S(=O)(=O)N1CCC2(CC1)OCCO2	99	-11
CN(C)c1ccc(NC(=O)c2cc(-c3ccccc3Cl)nc3ccccc23)cc1	.	2
COc1ccc(OCCCCCNCCO)cc1	.	1
CCN(CCNC(=O)c1cc(C)nn1-c1ccccc1)c1ccccc1	96	6
CC(C)N1CCc2c(sc3nc(SCc4ccc(Cl)cc4)n(Cc4ccccc4)c(=O)c23)C1	.	1
COc1ccccc1-c1coc2cc(OC(=O)c3ccc(Cl)cc3Cl)ccc2c1=O	.	-8
Cc1ccc(-n2nc3c(c2NC(=O)c2ccc(Br)o2)CSC3)c(C)c1	67	13
Cc1ccc(C2(c3ccc(C)cc3)CC2C(=O)NCCc2ccccc2)cc1 (stereo not drawn)	.	2
Cc1cc(NC(=O)C2CCC2)n(-c2ccccn2)n1	143	8
O=C(CN(c1ccc2c(c1)OCCO2)S(=O)(=O)c1ccccc1)NCc1ccco1	85	10
Cc1ccc(-n2cnnn2)c(S(=O)(=O)N2CCOCC2)c1	117	-13
COC(=O)CSc1nnc(-c2ccccn2)n1Cc1ccco1	96	3
CCN(C(=O)COc1cc(=O)n(CC)c2ccccc12)c1cc(Cl)ccc1OC	95	-5
Cc1cccc(-n2c(C)cc(/C=N/NC(=O)c3ccccn3)c2C)c1	.	6
COc1ccc(COC(=O)c2nc3nc(C)cc(C)n3n2)cc1F	148	10
COC(=O)C1(C)Nc2ccccc2C(=O)N1c1ccccc1OC (stereo not drawn)	76	4
Cc1ccc2nsnc2c1S(=O)(=O)N1CCN(Cc2ccc3c(c2)OCO3)CC1	128	15
Cc1ccc(-n2nc3c(c2NC(=O)c2cccc([N+](=O)[O-])c2)CSC3)c(C)c1	123	.
CCOC(=O)C1=C(C)NC(=O)NC1c1cc(OC)c(OC)c(OC)c1 (stereo not drawn)	.	6
CCSc1nnc2c(n1)OC(c1ccc(OC)cc1OC)Nc1ccccc1-2 (stereo not drawn)	66	.
COC(=O)c1c(C(=O)OC)n(CCCN)c2ccc(C)cc12	83	5
Cc1ccc(C)c2c(N=NC(=O)/C(=C\c3ccccc3)NC(=O)c3ccccc3)c(O)[nH]c12	.	-9
CCCOc1ccc(C2Nc3ccccc3NC3=C2C(=O)CC(c2ccc(OC)c(OC)c2)C3)cc1 (stereo not drawn)	.	0
CC1Cc2cc(/C(O)=C3\C(=O)C(=O)N(CCN4CCOCC4)C3c3ccccc3F)ccc2O1 (stereo not drawn)	79	13
Cc1cc(C)c2cc(CN(Cc3ccc4c(c3)OCO4)Cc3nnnn3Cc3ccco3)c(=O)[nH]c2c1	148	10
CCCCC(c1nnnn1CC1CCCO1)N1CCN(c2cccc(C)c2C)CC1 (stereo not drawn)	142	3
CCC1(C)CC(CC(=O)O)(c2ccc(C)cc2)CCO1 (stereo not drawn)	.	-2
COc1ccc(NC(=O)[C@H](CCS(C)(=O)=O)N2Cc3ccccc3C2=O)c(OC)c1	106	5
COc1ccccc1-n1sc2c(c1=S)-c1ccc(C)cc1NC2(C)C	.	8
CCCn1c2ccccc2c2nc3ccccc3nc21	115	3
O=C(COc1ccc(Br)cc1)N1CCc2ccccc2C1	.	2
N/C(=N\OC(=O)C(c1ccccc1)c1ccccc1)c1ccncc1	.	1
O=c1oc2ccccc2cc1-c1ccc([N+](=O)[O-])cc1	.	-3
CCN1C(=O)/C(=C/c2c(OC)ccc3ccccc23)C(=O)NC1=S	.	-10
COc1ccc(S(=O)(=O)n2nc(C)c(Sc3ccc([N+](=O)[O-])cc3)c2C)cc1	.	11
CC1(C)CC(=O)C2=C(C1)OC(N)=C(C#N)C2C#Cc1ccccc1 (stereo not drawn)	95	11
O=C1NC(=O)C(CC(=O)N(c2ccccc2)C2(C(=O)NC3CCCC3)CCCCC2)N1 (stereo not drawn)	116	8
COc1ccc(N(CC(=O)Nc2cc(C)on2)S(=O)(=O)c2cc(C)ccc2C)cc1	94	3
c1ccc(CNc2c3c(nc4ncnn24)CCCC3)nc1	96	13
COC(=O)c1cc(NC(=O)c2ccc3c(c2)OCCO3)cc(C(=O)OC)c1	.	2
O=C(Cc1ccccc1)Nc1ccc(Cl)c(-c2nc3ncccc3o2)c1	.	9
Cc1cccnc1NC(=O)c1cc2c(ccc3ccccc32)oc1=O	.	2
CCOc1ccc(C(=O)Nc2cccc(-c3nc4cc(C)c(C)cc4o3)c2)cc1	.	-14
CCCCn1c(=NC(=O)c2ccc3c(c2)OCO3)c(C#N)cc2c(=O)n3cccc(C)c3nc21	.	4
O=C(O)c1cc(S(=O)(=O)N2CCCCC2)ccc1O	.	1
Cc1cccc(NC(=O)N2CCC(c3nc4ccccc4o3)CC2)c1	111	0
CC(=O)Nc1cccc(Oc2ccc3c(c2)C(=O)N(CCC(=O)O)C3=O)c1	65	8
COc1ccc(C2Nc3ccccc3C(=O)N2c2ccc(Cl)cc2)cc1Cn1nnc2ccccc21 (stereo not drawn)	.	24
C=CCN1CN=C(NS(=O)(=O)c2ccc(C)cc2)NC1	.	2

High-throughput results from PubChem BioAssay.
